Screens (PubChem)
CBFb RUNX1 block – CBF-beta/RUNX1 interaction disruption. Potency, µM (top dose mostly 59.8 µM), for the others: top-dose activity, negative = inhibition, hits mostly inhibitors. 230,000 tested, under 10 active. AID 1477. Q01196+Q13951. AlphaScreen CBFb-His/RUNX1-biotin binding, biochemical; also: % of control where 0% means no effect
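AlphaScreen proximity signal reports loss of binding between His-tagged CBF-beta and biotin-labelled RUNX1, each at 30 nM. Proteins are pre-associated for 20 minutes, compounds added for 15 minutes, then beads for 90 minutes, all at ambient temperature.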
NPSR antagonist – neuropeptide S receptor (human) antagonism, cAMP; AID 1461; Potency, µM (doses to about 38.3 µM), without a hit: top-dose activity change, negative = inhibition, most hits filed as inhibitors; hit rate 1% among 220,000; CHO-NPSR cells, cAMP TR-FRET, antagonist mode; Q6W5P4; also: potency is read from the fitted curve at half-maximal effect; % is scaled to controls: 0 for no effect and ±100 for the full control effect; nearly all actives have a fitted effect of over 50% in size; many of its hits are not listed in these tables
Target sequence (Q6W5P4 whole entry, looked up): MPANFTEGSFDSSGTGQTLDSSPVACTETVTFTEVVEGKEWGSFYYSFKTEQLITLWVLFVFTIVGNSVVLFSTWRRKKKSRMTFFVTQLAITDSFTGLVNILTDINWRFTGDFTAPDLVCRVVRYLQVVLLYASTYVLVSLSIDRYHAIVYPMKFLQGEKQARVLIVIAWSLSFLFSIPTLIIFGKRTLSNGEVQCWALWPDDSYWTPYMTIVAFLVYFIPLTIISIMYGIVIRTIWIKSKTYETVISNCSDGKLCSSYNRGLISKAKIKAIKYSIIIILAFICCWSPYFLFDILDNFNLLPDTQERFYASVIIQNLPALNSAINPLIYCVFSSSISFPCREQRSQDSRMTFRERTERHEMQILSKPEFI
Lamin A splicing – LMNA splicing modulation; HeLa LMNA splicing GFP/RFP minigene ratio, 48 h; Potency, µM (highest dose often 46.1 µM), without a hit: top-dose ratio change, negative = inhibition, actives largely listed as inhibitors; hit rate 0.01% among 200,000; active = well fitted inhibition curve with a large enough effect in the signal ratio, with a control signal flat, not every such curve was filed as active; inconclusive = small, poorly fitted or top-dose-only effect, or effect the other way, or a change in a side signal; the % refers to the signal ratio; also: potency is read from the fitted curve at half-maximal effect; % is scaled to controls: 0 for no effect and ±100 for the full control effect
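S3 HeLa stable clones carrying a lamin A-EGFP splicing minigene plus DsRed2 were seeded at 600 cells/well in Opti-MEM with 2% FBS, pin-dosed and incubated 48 h at 37°C. Acumen cytometry (488 nm) gave the GFP/RFP total-intensity ratio.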
GLA spleen mod – inhibitors or activators of human alpha-galactosidase in spleen homogenate | AID 2107 | hit rate 0.008% among 240,000 | Potency, µM (highest dose often 80 µM), for the others: top-dose activity change, negative = inhibition, actives largely listed as inhibitors | P06280 | human spleen homogenate, 4MU-alpha-Gal fluorescence, 40 min;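 also: potency is read from the fitted curve at half-maximal effect; 0% = enzyme with vehicle and -100% = no enzyme basal signal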
Target sequence (P06280 32-429 limits assumed): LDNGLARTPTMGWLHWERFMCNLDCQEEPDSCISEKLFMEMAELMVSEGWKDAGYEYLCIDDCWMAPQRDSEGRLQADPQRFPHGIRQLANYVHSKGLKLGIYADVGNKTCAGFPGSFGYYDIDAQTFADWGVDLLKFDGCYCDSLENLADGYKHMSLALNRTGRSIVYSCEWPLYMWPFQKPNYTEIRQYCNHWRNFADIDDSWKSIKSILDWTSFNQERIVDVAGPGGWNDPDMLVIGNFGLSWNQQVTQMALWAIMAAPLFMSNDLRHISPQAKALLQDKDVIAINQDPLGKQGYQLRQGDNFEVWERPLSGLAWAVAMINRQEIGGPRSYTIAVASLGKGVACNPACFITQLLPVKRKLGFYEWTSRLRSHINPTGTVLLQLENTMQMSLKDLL
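Human spleen homogenate (1 ug) was the enzyme source, with 4-methylumbelliferyl-alpha-D-galactopyranoside (1 mM final) in pH 5.0 citrate buffer with 0.01% Tween-20. Compounds were titrated; after 40 min at 37C, NaOH/glycine stop, 4-MU fluorescence read; AC50 from Hill fits.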
Epigenetic reg – regulators of epigenetic silencing causing reporter derepression in mouse cells; murine LDR cells, GFP reporter derepression, 30 h; Potency, µM (series often up to 53.9 µM), without a hit: at the top dose GFP activation, hits mostly activators; hit rate 0.2% among 280,000; AID 1865; also: potency is read from the fitted curve at half-maximal effect; % of control where 0% means no effect; nearly all actives have a fitted effect of over 60% in size
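Murine LDR cells carrying a silenced, genomically integrated CMV-driven GFP reporter were exposed to compound for 30 hours at 37 C. After PBS washes, GFP-positive cells (20–120 um objects) were counted by laser-scanning microplate cytometry.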
IMPase Li cell – membrane-permeable IMPase blocker, potentiated with lithium | CHO-M1 cells, IP1 TR-FRET (IP-One), carbachol + lithium | Potency, µM (series often up to 59.4 µM), inactives show top-dose activity, negative = IMPase inhibition, usual class: inhibitors | hit rate 0.35% among 210,000 | AID 1457;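 also: IP1 builds up when IMPase is blocked and the TR-FRET signal falls; potency is read from the fitted curve at half-maximal effect; plate controls were basal vehicle for no effect and high inhibitor control for full effect; nearly all actives have a fitted effect of over 50% in size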
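Lithium-sensitised IP1 accumulation assay; M1-expressing CHO cells treated 30 min at 37C with compound. Competitive antibody detection by time-resolved FRET followed a 10 min room-temperature lysis step.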
KinaseGlo FLuc – Kinase-Glo luciferase inhibition (counter-screen); Q27757; Kinase-Glo luciferase, ATP luminescence, 8 min; Potency, µM (top dose mostly 38.3 µM), inactives show at the highest dose activity change, negative = inhibition, usual class: inhibitors; hit rate 0.28% among 200,000; AID 1379; also: potency is read from the fitted curve at half-maximal effect; % is scaled to controls: 0 for no effect and ±100 for the full control effect; nearly all actives have a fitted effect of over 60% in size
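Kinase-Glo luciferase light output from ATP and luciferin was measured with 10 uM ATP, within the enzyme's linear range. Buffer: 50 mM imidazole pH 7.2, 50 mM KCl, 7 mM MgCl2, 0.01% Tween 20, 0.05% BSA; luminescence read after 8 min at ambient temperature.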
Numbers without * were called inactive; ? = inconclusive; nt = not tested or not shown; & = joins results of further samples; [ ] = remark or other dose. Unless noted, calls follow the shape of the dose curve; as a rule, active = well fitted curve in the direction sought with a large enough effect; inconclusive = small, poorly fitted or top-dose-only effect, or another doubt; inactive = no such curve, though single readings can be large; an effect the other way counts as inactive or inconclusive. Not all compounds are listed; count on the stated rates, not on these rows.

The line under a structure holds: CBFb RUNX1 block | NPSR antagonist | Lamin A splicing | GLA spleen mod | Epigenetic reg | IMPase Li cell | KinaseGlo FLuc
COc1ccccc1-c1cc(=O)c2cccc(OC)c2o1
    nt | nt | -4% | 9% | -3.5% | 1% | -3%
O=C(CN1C(=O)c2cccc3cccc1c23)NCc1ccc2c(c1)OCO2
    -2% | -14%[46.1 µM] | -11% | 5% | -0.2% | -3%[38.3 µM] | -3%
O=[N+]([O-])c1ccc(N/N=C\c2cccnc2)nc1
    -7% | 4% | nt | -3% | 5.2% | -4% | -3%
CCCCn1c(NCc2ccccc2NS(=O)(=O)c2ccc(C)cc2)nc2ccccc21
    -3% | -24%[46.1 µM] | 8% | 0% | 2.2% | -11%[38.3 µM] | -1%
COc1ccc(NC(=O)CN(C)CC(=O)Nc2cccc(S(=O)(=O)N(C)c3ccccc3)c2)cc1
    -6% | -22% | nt | -4% | -0.4% | 2% | -2%
CCOc1ccccc1N1CCN(c2nc3ccccc3nc2C(C#N)C(=O)OC)CC1 (centres undefined)
    0% | 2%[46.1 µM] | -8% | 6% | -1.1% | 13%[38.3 µM] | -1%
FC(F)(F)c1ccc(N=Cc2sc(N3CCOCC3)nc2-c2ccccc2)cc1
    2% | -32% | ? | 4% | 2.0% | -11% | 0%
O=C(/C=C/c1ccc([N+](=O)[O-])cc1)NCc1cccnc1
    -3% | -11%[46.1 µM] | 28% | -10% | -1.2% | 9%[38.3 µM] | -2%
O=C(CCC(=O)c1ccc(F)cc1)Nc1cccc(C(F)(F)F)c1
    5% | 4% | 5% | -7% | 0.1% | -7% | -2%
CC1CCCc2sc3nc(NCc4ccco4)n4ncnc4c3c21 (centres undefined)
    -12% | -5%[46.1 µM] | ? | -6% | 1.7% | 7% | 4%
COC(=O)CSc1nnc(C)n1-c1cccc(C#N)c1
    5% | -19%[7.67 µM] | -2% | 8% | 5.1% | -21%[38.3 µM] | -3%
Cc1ccccc1OCC(=O)Nc1cccc(N(C)S(C)(=O)=O)c1
    14% | -7%[46.1 µM] | -9% | -1% | 3.3% | -10%[38.3 µM] | 4%
CC(C)OCC(O)CS(=O)(=O)Cc1ccccc1 (centres undefined)
    -1% | 4%[46.1 µM] | -2% | 0% | -3.0% | -18%[38.3 µM] | 3%
CCNC(=O)CC1C(=O)N(c2ccc(F)cc2)C(=S)N1CCc1ccncc1 (centres undefined)
    -8% | -7% | nt | -2% | -1.1% | 0% | 3%
Cc1cc(C(=O)CSc2nnnn2-c2ccc(Cl)cc2)c(C)n1CC1CCCO1 (centres undefined)
    -4% | -9%[46.1 µM] | ? | 3% | -4.7% | 14% | 2%
Cc1ccc(OCC(=O)Nc2cc(C)on2)c([N+](=O)[O-])n1
    -3% | 4% | -1%[46 µM] | 6% | -1.3% | -5% | 3%
O=C(O)c1ccccc1-c1ccccc1C(=O)Nc1nccs1
    -2% | 17% | nt | 3% | 3.7% | -5% | -1%
Cc1c(S(=O)(=O)Nc2cc(Cl)ccc2Cl)c(=O)n(C)c(=O)n1C
    -4% | -6%[46.1 µM] | 8% | -1% | -1.0% | -8% | 0%
CC1CCN(S(=O)(=O)N2CCC(C(=O)NCCC3=CCCCC3)CC2)CC1
    11% | -1% | -6%[46 µM] | -2% | -1.6% | 11% | 4%
COc1ccc(N2C(=O)CCC(C(=O)c3ccccc3)=C2C)cc1
    -2% | -14%[46.1 µM] | ? | -2% | -1.6% | -5%[38.3 µM] | 1%
CC(C)(C)NC(=O)C1CCC(CNc2c(N3CCCCC3)c(=O)c2=O)CC1 (centres undefined)
    6% | 3% | nt | -4% | 0.1% | nt | nt
COc1ccc(-n2cnnc2SCC(=O)Nc2cccc([N+](=O)[O-])c2)cc1
    7% | 4% | -2%[46 µM] | -8% | -0.2% | 19% | -2%
CC[n+]1c(C)cc(C)n1-c1ccccc1
    -2% | 8% | 18%[9.22 µM] | 2% | 0.3% | 12% | 2%
O=C(CC1C(=O)NCCN1Cc1c(F)cccc1Cl)NC1CCCCCC1 (centres undefined)
    6% | 13% | nt | -6% | 0.0% | nt | nt
CC1(C)Oc2ccc3ccc(=O)oc3c2/C(=C/NCCN/C=C2\C(=O)C(C)(C)Oc3ccc4ccc(=O)oc4c32)C1=O
    0% | -22%[46.1 µM] | -17% | 4% | -0.6% | 33%[activator][38.3 µM] | -2%
COC(=O)c1cccc(C23CC4(C2)[C@H](CN(Cc2ccc(C(F)(F)F)cc2)[C@@H]4c2ccccc2)C3c2ccc(Cl)nc2)c1 (some centres undefined)
    -6%&6% | -5% | nt | 3%&1% | 2.2%&-2.3% | -3% | -8%
CC(C)NC(=O)COc1ncnc2sccc12
    -2% | -1%[46.1 µM] | -2% | -3% | -0.3% | 7%[38.3 µM] | -1%
COC(=O)CCC(=O)OC1(C)C(=O)C2=CN(C3CCCC3)C(c3ccc(OC)cc3)=CC2=C(Br)C1=O (centres undefined)
    ? | -26% | 1%[9.22 µM] | -9%[17.5 µM] | -2.4% | 5% | -6%[7.66 µM]
CC1CCC2(CC1)NC(=O)N(CC(=O)Nc1sc3c(c1C(N)=O)CCC3)C2=O (centres undefined)
    nt | 12% | -9%[46 µM] | 5% | 3.8% | 14% | 3%
Cc1sc2ccc3sccc3c2[n+]1C
    2% | -13% | -8%[46 µM] | 8% | 0.1% | 24% | -4%
Cc1ccc(Nc2ncnc3sc(C)c(C)c23)cc1
    7% | 1%[46.1 µM] | -14% | 1% | 2.4% | 4% | -3%
Cc1cc(/C=C2/C(=O)NN(c3ccccc3)C2=O)c(C)n1-c1ccc(O)cc1
    -19% | -17% | 3% | -5% | 0.1% | -5% | -11%
Cc1ccccc1-c1nc(NCc2cccs2)c2ccccc2n1
    nt | nt | ? | 3% | nt | 0% | nt
CC(=O)Nc1nc(C)cs1
    23% | 10% | 16%[46 µM] | -6% | 1.1% | -1% | 0%
Cc1cc(C)c(Cn2cnc3ccccc32)c(C)c1
    2% | -54% | -10%[46 µM] | 3% | 0.5% | 2% | -1%
Cc1ccc(Cn2nc(C)c(NC(=O)C3CC3)c2C)cc1
    -4% | -3%[46.1 µM] | -3% | -2% | -1.0% | -8% | 1%
CCCCN(C)C(=O)c1nc2ccccn2c1CN1CCN(c2ncccn2)CC1
    1% | -9% | nt | -17% | 0.0% | 4% | nt
COC(=O)CN1C(=O)N/C(=C/c2cc(OC)c(OC)cc2C)C1=O
    -18% | 24% | nt | -1% | 0.0% | 25% | 3%
O=C(O)/C=C/C(=O)OC1CC2CCC1C2 (centres undefined)
    8% | 20% | nt | 1% | 8.6% | nt | nt
C=C(C)C(O)/C=C/C=C/c1ccccc1 (centres undefined)
    11%[13.1 µM] | nt | nt | -5%[17.5 µM] | 0.0%[10.1 µM] | nt | nt
CCN(CC)CCN1C(=O)C(=O)/C(=C(/O)c2cnn(-c3ccccc3)c2C)C1c1ccc(C)o1 (centres undefined)
    -2% | -7%[46.1 µM] | 6% | 9% | 1.0% | 5%[38.3 µM] | -4%
COc1ccc(S(=O)(=O)Nc2ccc(N3CCOCC3)cc2)cc1Br
    -7% | -13%[46.1 µM] | -23% | 1% | 1.0% | 5%[38.3 µM] | -1%
COc1ccc(C(=O)N2CCN(c3ccccn3)CC2)cc1[N+](=O)[O-]
    -3% | 12% | -17%[46 µM] | 7% | 0.1% | 9% | 4%
CCNS(=O)(=O)c1ccc(NC(=O)c2ccccc2SCCOC)cc1
    -5% | 2% | nt | 5% | -1.2% | 6% | nt
COC(=O)Cn1cnc2sc(C)c(S(=O)(=O)N3CCN(c4ccccc4OC)CC3)c2c1=O
    3% | -9%[46.1 µM] | -3% | -2% | -0.9% | 0% | 5%
Cc1cc(-c2n[nH]c(=S)n2/N=C/c2sccc2C)n[nH]1
    6% | -10% | -5% | 7% | -3.2% | -2% | 1%
Clc1ccc(-c2csc(N/N=C/c3cccnc3)n2)c(Cl)c1
    -15% | -15% | ? | 2% | 2.1% | 3% | -2%
O=C1N/C(=N/N=C/c2ccc(O)cc2)SC1Cc1ccccc1 (centres undefined)
    -7% | 15% | ? | -4% | 2.2% | nt | nt
CC1(C)CC(=O)C(Sc2ccc(Br)cc2)=C(O)C1
    6% | 5% | 6%[46 µM] | -3% | -0.1% | -13% | 1%
N#Cc1cccnc1N1CCC(C(N)=O)CC1
    6% | 8%[7.67 µM] | nt | 18% | -0.3% | nt | nt

Further structures follow.
The line under a structure holds: CBFb RUNX1 block | NPSR antagonist | Lamin A splicing | GLA spleen mod | Epigenetic reg | IMPase Li cell | KinaseGlo FLuc
CC1(C)Cc2ccccc2-c2nc3n(c(=O)c21)CCS3
    3% | 10% | 16%[46 µM] | -1% | -0.1% | 7% | -6%
O=C(Nc1ccc2nc(-c3ccccn3)c(-c3ccccn3)nc2c1)N1CCOCC1
    -5% | -15% | 30%[46 µM] | 9% | -0.1% | 0% | -1%
COc1ccc(-c2cc(-c3cccs3)c(C#N)c(SCC(=O)NCc3ccco3)n2)cc1
    -5% | -7%[46.1 µM] | ? | -4% | 5.2% | -29%[38.3 µM] | -7%
CC(C)c1nnc(NC(=O)C2CCCCC2)s1
    -3% | 4%[46.1 µM] | -10% | 18% | 0.0% | 3% | 2%
COc1ccc(C(=O)N(CN2CCCC2=O)c2cc(C)on2)cc1OC
    0% | -9%[46.1 µM] | 10% | -4% | -1.8% | -24%[38.3 µM] | -3%
O=C1C(=O)N(Cc2cccc([N+](=O)[O-])c2)c2ccccc21
    2% | 15% | 4% | -3% | 2.6% | 9% | 0%
Cc1nc2cnc(Nc3ccccc3)nc2n(C[C@H]2CCCO2)c1=O
    nt | nt | -10% | -2% | nt | 3% | nt
COc1cccc(NC(=O)CSc2nc3ccsc3c(=O)n2-c2ccc(C(=O)O)cc2)c1
    7% | 22% | 4%[9.22 µM] | 2% | -1.7% | -3% | 2%
CN(C(=O)/C=C/c1ccc2c(c1)OCO2)c1ccccc1
    -11% | 16% | nt | -3% | 0.0% | 4% | 0%
CCC(C)NC(=O)c1cn(CC)c2cc(N3CCN(C)CC3)c(F)cc2c1=O (centres undefined)
    -3% | 4% | nt | 11% | 0.1% | nt | nt
